Screening data (PubChem)
p53ts 32C kill: kills p53ts cells at the permissive temperature; H1299-p53A138V at 32C, ATP luminescence viability, 24 h; Potency, µM (titrated, usually from 46.1 µM), for the others: top-dose activity change, negative = cytotoxicity, actives largely listed as cytotoxic; hit rate 0.93% among 130,000; AID 924;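 also: 0% = DMSO and -100% = full killing by reference compound; nearly all actives have a fitted effect of over 55% in size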
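Viability by ATPlite luminescence after 24 h compound treatment (up to 46 uM) at the permissive 32C. Cells are H1299 carrying p53 A138V. Scale runs from DMSO basal to 100 uM tamoxifen as full kill; AC50 from Hill fits.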
Peg3 imprint: induces erasure of genomic imprints in mouse ES cells | hit rate 0.02% among 110,000 | mouse ES Peg3-LacZ reporter, beta-gal luminescence, 40 h | Potency, µM (doses to about 60.7 µM), without a hit: top-dose activity change, positive = activation, hits mostly activators;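 also: 0% = negative control wells on the plate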
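Readout: BetaGlo luminescence (5 min, room temp) for LacZ from the normally silent maternal Peg3 allele in female Peg3LacZ-Neo ES cells. Cells 300/well, 40 h, 37C, 5% CO2. Data normalized per plate to negative controls.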
p53ts 39C tox: p53ts cell cytotoxicity, nonpermissive temperature; H1299-p53A138V viability at 39C, ATP luminescence, 24 h; Potency, µM (series often up to 46.1 µM), inactives show at the top dose activity change, negative = cell killing, hits mostly cytotoxic; hit rate 1.5% among 130,000; AID 902; also: nearly all actives have a fitted effect of over 55% in size
IkB signaling: inhibitors of IkB signaling in ABC-DLBCL cells; ABC-DLBCL IkBa-CBG/CBR dual luciferase ratio, 4 h; response scale: scaled: untreated 0%, proteasome inhibitor 100%; Potency, µM (doses to about 57.1 µM), inactives show at the highest dose IkBa stabilization activation; hit rate 0.04% among 110,000; active = well fitted curve in the direction sought with a large enough effect in the signal ratio, not every such curve was filed as active; inconclusive = small, poorly fitted or top-dose-only effect, or a change in a side signal; the % refers to the signal ratio;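 also: the direction sought is a rising ratio; 0% = basal untreated cells and 100% = reference inhibitor full response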
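In this assay, an IκBα–CBG68 fusion accumulates when IKK-driven degradation is blocked; native CBR normalizes for cell number. OCI-Ly3 cells were treated 4 h with compound and doxycycline, then green and red light read after Chroma-Glo addition.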
* = called active by the depositor; u = inconclusive; x = not tested or not shown; & = joins results of further samples; [ ] = dose if it differs, or a comment. Unless noted, calls follow the shape of the dose curve; as a rule, active = well fitted curve in the direction sought with a large enough effect; inconclusive = small, poorly fitted or top-dose-only effect, or another doubt; inactive = no such curve, though single readings can be large; an effect the other way counts as inactive or inconclusive. Unless noted, % is scaled to controls: 0 for no effect and ±100 for the full control effect; potency is read from the fitted curve at half-maximal effect. Rows are unselected; any-hit rate near 1.8%.

| Compound | p53ts 32C kill | Peg3 imprint | p53ts 39C tox | IkB signaling |
| --- | --- | --- | --- | --- |
| CC1=C(c2ccc(C)c(C)c2)S(=O)(=O)N=C1N1CCC(C(=O)N2CCC(C)CC2)CC1 | 11% | -1%[10.9 µM] | -15% | 0.9% |
| Cc1cc(NCc2ccco2)n2c(nc3ccccc32)c1C#N | 0% | x | 0% | x |
| Cc1cc(NC(=O)COc2ccc(Cl)cc2Cl)n(CCC#N)n1 | -9% | -11% | -21% | 0.5% |
| CC(C)(C)OC(=O)N1CCC(c2nnc(SCc3ccccc3Cl)o2)CC1 | -9% | -6%[10.9 µM] | -9% | 6.1% |
| CN(C)c1ccc(CNC(=O)c2ccccc2NC(=O)c2nsc3ccccc23)cc1 | -5% | u | u | -0.3% |
| NC(N)=NC(N)=Nc1ccccc1 | 1%&3% | -30%&-19%&-14%[inhibitor] | 12%&11% | 0.7%&-4.4% |
| COc1ccc(NC(=O)C(=O)NCc2ccco2)c(OC)c1 | -8% | -6%[10.9 µM] | -5% | u |
| CN(Cc1ccccc1)C(=O)COc1ccccc1 | -11% | x | -11% | x |
| CCOc1ccc(CNC(=S)N/N=C/c2ccncc2)cc1 | -9% | x | -13% | x |
| Cc1nc(-c2ccc(S(=O)(=O)Nc3ccc(Cl)c(C(F)(F)F)c3)cc2)co1 | 3% | 6%[10.9 µM] | -19% | u |
| Nc1cc(C(=O)c2cccs2)ccc1Cl | 0% | -8% | -15% | 4.1% |
| COc1ccc(NC(=O)Nc2ccc(C)cc2OC(F)F)cc1OC | 6% | -12% | 4% | u |
| Cc1c(Cl)cccc1NC(=O)c1ccc(NC(=O)N2CCSc3ncccc32)cc1 | -14% | -4%[10.9 µM] | -24% | u |
| COc1ccc2c(c1)-c1nc(NC(=O)c3cc(OC)c(OC)c(OC)c3)sc1CC2 | 7% | 6%[10.9 µM] | -10% | u |
| CC(C)C1Oc2ccccc2N(CC(=O)N(Cc2ccncc2)Cc2ccco2)C1=O (stereo not drawn) | -1% | x | -1% | x |
| CCOc1ccc(CCNC(=O)CN2CCN(Cc3ccc(F)cc3)C2=O)cc1OCC | -3% | -16% | 9% | u |
| Cc1ccc(NC(=O)C2CCCN2S(=O)(=O)c2ccc3c(c2)n(C)c(=O)c(=O)n3C)cc1 (stereo not drawn) | 7% | -7%[10.9 µM] | 20% | u |
| CN(C)CC(C)(C)CNC(=O)c1ccc(Cc2nc3ccccc3[nH]2)cc1 | -2% | x | 3% | x |
| COC(=O)CN(C#N)c1nc(NC(C)C)nc(OC)n1 | u | x | 3% | x |
| CCCOC(=O)Nc1nc2ccccc2o1 | 10µM* | x | u | u |
| C=CCNC(=O)c1cc(-c2ccc(Br)cc2)on1 | -31% | -10% | -7% | u |
| COc1ccc(C(=O)Nc2cc(C)c(O)c(-c3nc4ccccc4s3)c2)cc1OC | 2% | -12%[10.9 µM] | 23% | 2.9% |
| CCOC(=O)c1c(NC(=O)c2ccc(S(=O)(=O)N3CCOCC3)cc2)sc2c1CCN(C)C2 | -8% | -29% | -1% | -3.8% |
| Clc1ccc(Nc2c(-c3ccccc3Cl)nc3ccc(Cl)cn23)cc1 | -1% | -9%[10.9 µM] | u | u |
| O=C(CCS(=O)(=O)c1nc(-c2cccs2)cc(C(F)(F)F)n1)Nc1cccc(O)c1 | u | 7%[10.9 µM] | 13µM* | 0.4% |
| CCOCC(=O)Nc1nnc(C)s1 | -7% | -2% | 2% | 1.3% |
| Cc1ccccc1CNC(=O)c1c(C)oc2c1C1=NCCN1C=N2 | 8% | -12%[10.9 µM] | -12% | 0.4% |
| O=C(O)C(=Cc1ccnc2ccccc12)C(=O)O | 5%[9.22 µM] | -14%[10.9 µM] | 4%[9.22 µM] | -0.2%[11.4 µM] |
| CCCn1c(-c2ccc(F)cc2)nc2c(NCCCCN(CC)CC)nc(C)nc21 | -16% | -11% | -17% | x |
| CCCS(=O)(=O)N1CCCC(C(=O)NCc2cccnc2)C1 (stereo not drawn) | 1% | -25% | 2% | -0.4% |

One compound at a time (already shown). Order of screens: p53ts 32C kill, Peg3 imprint, p53ts 39C tox, IkB signaling
O=C(O)C(=Cc1ccnc2ccccc12)C(=O)O as listed: 5%[9.22 µM], -14%[10.9 µM], 4%[9.22 µM], -0.2%[11.4 µM]
COc1ccc(NC(=O)Nc2ccc(C)cc2OC(F)F)cc1OC as listed: 6%, -12%, 4%, u
C=CCNC(=O)c1cc(-c2ccc(Br)cc2)on1 as listed: -31%, -10%, -7%, u

Other results follow.
| Compound | p53ts 32C kill | Peg3 imprint | p53ts 39C tox | IkB signaling |
| --- | --- | --- | --- | --- |
| COc1cc(C2C(C#N)=C(N)Oc3cc(O)ccc32)cc2c1OCO2 (stereo not drawn) | 10% | -8% | -27% | 7.3% |
| O=c1c2ccccc2n(Cc2c(F)cccc2Cl)c(=O)n1CCc1ccccc1 | -2% | -8%[10.9 µM] | -5% | 3.0% |
| CCCn1cc(S(=O)(=O)CC(=O)Nc2ccc(OC)cc2OC)c2ccccc21 | -7% | -14% | 1% | 0.7% |
| Cn1cc(CC(=O)NCCCN2CCCC2=O)c2ccccc21 | 2% | -3% | -6% | 0.2% |
| CCC(C)(C)NC(=O)C(c1ccccc1)N(Cc1cccnc1)C(=O)c1csnn1 (stereo not drawn) | 1% | x | 7% | x |
| O=C(Nc1cccc(F)c1)N1CCCC2(CCN(C(=O)c3cnccn3)CC2)C1 | -1% | x | -1% | 1.3%[11.4 µM] |
| COCCNC(=O)c1ccc2c(c1)nc(C)n2-c1cccc(F)c1 | -12% | -19% | 7% | -3.0% |
| CCc1cccc(C)c1NC(=O)c1cc(C)nc2c1c(C)nn2-c1cccc(Cl)c1C | 2% | -8%[10.9 µM] | -27% | -0.4% |
| O=C(c1ccco1)N1CCN(c2ncccn2)CC1 | 8% | -42%[inhibitor] | -6% | -2.0% |
| COc1ncc2nc(-c3cn(C)c4ccccc34)c(=O)n(C[C@H]3CCCO3)c2n1 | 7% | u | 4% | -0.1%[11.4 µM] |
| COc1ccc(Nc2ncc(C(=O)Nc3ccc(F)cc3F)c3ccccc23)cc1 | 7% | -5%[10.9 µM] | 0% | u |
| CCOc1ccc(C2/C(=C(\O)c3ccc(OC)c(OC)c3)C(=O)C(=O)N2c2cc(C)on2)cc1OC (stereo not drawn) | 2% | -4% | -3% | -1.7% |
| CC(C)c1cc(C(N)=O)c(NC(=O)C2CCC2)s1 | 0% | 6% | -1% | -5.7% |
| Cc1ccc(CC(=O)N2CCC(c3nc4c(nnn4Cc4ccccc4)c(=O)[nH]3)CC2)cc1 | 12% | -12% | -2% | 0.0% |
| COc1cc(CNc2ccc3c(c2)ncn3C(C)C)cc(OC)c1OC | 10% | -4%[10.9 µM] | -2% | u |
| Cn1c(=O)c2c(SC3CCCC3)nc(C3CC3)nc2n(C)c1=O | 0% | -14% | 5% | 2.3% |
| Cc1ccccc1NC(=O)CSc1nc(-c2ccc(F)cc2)nc2c1Cc1ccccc1O2 | -2% | -5%[10.9 µM] | 8% | 1.7% |
| COc1ccc(OC)c(-c2cc(C(=O)Nc3c(C)nn(Cc4ccccc4Cl)c3C)no2)c1 | -4% | -24% | 6% | 0.3% |
| O=C(CCN1C(=O)c2ccccc2Sc2ncccc21)Nc1ccc(F)cc1 | 3% | -10%[10.9 µM] | -4% | 8.2% |
| O=C(c1cc(C2CC2)nc2ccc(Br)cc12)N1N=C(C(F)F)CC1(O)C(F)F (stereo not drawn) | -28% | x | -23% | x |
| CCCCCC1CCC(C(=O)O)CC1 (stereo not drawn) | 2% | -13% | 4% | 2.7% |
| Cc1ccc2nc(Nc3cccc(C(F)(F)F)c3)c3nnnn3c2c1 | -13% | 13%[10.9 µM] | -28% | u |
| CC(=O)N1c2ccccc2CC1C(=O)N1CCN(c2cccc(Cl)c2)CC1 (stereo not drawn) | -7% | -10%[10.9 µM] | -18% | u |
| CCc1ccccc1NC(=O)c1cc(-c2ccc3c(c2)OCO3)on1 | -1% | -24%[10.9 µM] | 6% | u |
| COc1ccc(Oc2ncc3nc(-c4ccccc4)c(=O)n(Cc4cccs4)c3n2)cc1 | -7% | x | 1% | 4.2%[11.4 µM] |
| CC1CCN(C(=O)CSc2nnc(-c3cccnc3)n2C2CCCCC2)CC1 | 4% | x | 0% | 1.9% |
| COc1ccccc1Nc1nn2c(=O)c3ccc(C(=O)NC(C)c4ccccc4)cc3nc2s1 (stereo not drawn) | 3% | -5%[10.9 µM] | 12% | -1.8% |
| Cc1cc(N2CCCC(C(=O)Nc3ccc4c(c3)CCC4)C2)n2ncnc2n1 (stereo not drawn) | -18% | -1% | 0% | 2.2% |
| COc1ccc(OC)c(CNC(=O)CCCn2ccc3cc(S(=O)(=O)N4CCCC4)ccc32)c1 | -7% | -7%[10.9 µM] | -19% | u |
| CCOC(=O)c1ccccc1NC(=O)Cn1cnc2c(cnn2-c2ccc(F)cc2)c1=O | 11% | -2% | -9% | 2.2% |
| Cc1oc2ncn(CC(C)C)c(=O)c2c1C(=O)NCCCN1CCCCC1 | -6% | 7%[10.9 µM] | 12% | -0.7% |
| CC(C)c1ccc(NC(=O)CN(C)S(=O)(=O)c2ccc3c(c2)c(=O)n(C)c(=O)n3C)cc1 | -2% | 18%[10.9 µM] | u | 0.4% |
| Nc1ccc(N2CCCCCC2)cc1 | u | u | u | u |
| COc1cc(OC)nc(NC(=O)CSc2nc3ccccc3[nH]2)n1 | 5% | 0% | 3% | 1.3% |
| CCOC(=O)c1ccccc1NC(=O)CSc1nc2ccccc2o1 | -4% | -70%[inhibitor] | -17% | -2.1% |
| NS(=O)(=O)c1ccc(N=Nc2c[nH]c(=O)c(O)c2)cc1 | -5%[9.22 µM] | -9%[10.9 µM] | -6%[9.22 µM] | -0.4%[11.4 µM] |
| CCOc1ccc(CCNCc2c(C(=O)O)c(C)n(Cc3ccccc3F)c2C)cc1 | -11% | 7%[10.9 µM] | -3% | u |
| Cc1ccc(-c2nnn(CC(=O)N(CC(=O)NC3CCCCC3)c3cnc4ccccc4c3)n2)o1 | 2% | -11% | 2% | 5.1% |
| COC(=O)N1CCC2(CC1)CCN(c1ncccn1)CC2 | -5% | x | 7% | 0.9%[11.4 µM] |
| COc1ccc(CC(=O)NCCS(=O)(=O)N2CCN(c3ccc(F)cc3)CC2)cc1OC | 1% | -13%[10.9 µM] | -27% | -0.1% |
| CCc1c(C#N)c(SCc2c(C)noc2C)nc2c1C(=O)CC(C)(C)C2 | 15% | -15% | 8% | u |
| Cc1ccc(S(=O)(=O)NC2=NCCC2)cc1 | -8% | -4% | 8% | 1.0% |
| CCN(c1cccc(C)c1)S(=O)(=O)c1ccc2[nH]c(=O)c(=O)[nH]c2c1 | -1% | -11% | 8% | 0.0% |
| CC(C)/C(O)=C1/C(=O)OC(c2ccoc2)[C@@]2(C)C(O)C(O)[C@@]34OC5(C)OC67CC(C)(C(O)[C@@]6(O)C(O)[C@@]3(O5)C12)C(CC(=O)O)[C@@]74C (stereo partly drawn) | -2% | 13% | -5% | x |
| CC1(C)Cc2nc3sc4c(=O)n(CC(=O)NCc5ccco5)cnc4c3cc2CO1 | 3% | -15% | 11% | 0.0% |
| COc1ccccc1NC(=O)CN1CCN(CC(=O)Nc2ccc3c(c2)OCCO3)CC1 | 9% | -7% | 25µM* | u |
| O=S(=O)(c1ccccc1)c1nc(-c2ccccc2Cl)oc1N1CCCCCC1 | 14% | -15%[10.9 µM] | -11% | 1.7% |
| Cc1ccc(Cl)cc1NC(=O)CSc1ccc(C(=O)O)cn1 | -8% | 29%[10.9 µM] | -8% | 0.1% |
| CCN1CCCC(OC(=O)Nc2ccccc2)C1 (stereo not drawn) | -2% | -28% | 8% | -0.7% |
| COc1ccc2c(c1)c(=O)c(C(=O)c1ccccc1)cn2CC(=O)Nc1ccc2c(c1)OCCO2 | -1% | 2%[10.9 µM] | 1% | u |
| COc1ccc(N2CCN(C(=O)c3cc4c(=O)n(Cc5cccs5)ccc4nc3C)CC2)cc1 | -1% | -8%[10.9 µM] | -2% | u |
| Clc1ccccc1-c1nnc(SCc2nc(-c3ccccc3)no2)n1-c1ccccc1 | 6% | -13%[10.9 µM] | -1% | u |
| CN1CCn2c1nc(N1CCOCC1)nc2=O | 3% | -5% | -5% | -2.1% |
| COc1ccc(-c2nc(-c3ccccc3)c(-c3ccccc3)[nH]2)cc1Br | -3% | -3%[10.9 µM] | u | u |
| CC(C)C(c1nnnn1Cc1ccco1)N1CCN(c2nc3ccccc3s2)CC1 (stereo not drawn) | u | -16% | u | 4.0% |
